Bioassay records from PubChem BioAssay.
TAG inh – inhibitors of triacylglycerol accumulation, primary screen, cell-based, uHTS, fluorescence, H9c2; H9c2 cells, Nile Red lipid (TAG) fluorescence; cells loaded with 200 µM oleic acid; inhibition, % at 12.5 µM; hit rate 0.66% among 230,000; AID 651582, 2012;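 active = pattern-corrected inhibition of lipid staining of at least 50% with the nuclear-stain viability signal not falling by more than 50%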;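 also: 0% = DMSO wells and 100% = triacsin C control wells; some results filed as inactive read as strong as hits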
TAG inh DAPI viability – second read-out of TAG inh, no call of its own (marks repeat the call); DAPI nuclei signal change (viability), lower = more cytotoxic, %;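 whole-well DAPI fluorescence read on a plate reader as a viability signal; minus 50 percent equals half of cells still viable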
Starred values were filed as active, the others as inactive. A portion of the library. The share of hits here may be higher or lower than overall.

canonical_smiles | TAG inh | TAG inh DAPI viability
COc1ccc(S(=O)(=O)N(C)C[C@H]2Oc3ccc(NC(=O)Cn4cnnn4)cc3C(=O)N([C@H](C)CO)C[C@@H]2C)cc1 | 0 | 1
CC1=CC(c2ccc(Cl)cc2)n2nc(NC(=O)c3ccccc3)nc2N1 (stereo unspecified) | 4 | -3
Cn1c(=O)c2c(ncn2CC(=O)OCC(=O)c2ccc(OC(F)F)cc2OC(F)F)n(C)c1=O | 5 | 3
C=CC[C@H](CC(=O)NCCO)C(=O)N[C@H](COC(=O)[C@@H](CC=C)Cc1ccc(F)cc1)Cc1ccccc1 | 4 | 7
c1ccc(COc2ccc(OCCn3cncn3)cc2)cc1 | 14 | -1
CCCc1nn(C)c2c(=O)[nH]c(-c3cc(S(=O)(=O)N4CCN(C)CC4)ccc3OCC)nc12 | 7 | -4
Cc1c(C(=O)N2CC(C(=O)N3CCCCC3)Oc3ccccc32)oc2ccccc12 (stereo unspecified) | -24 | 0
O=C1C2CCCN2C(=O)N1CCN1CCN(c2cccc(C(F)(F)F)c2)CC1 (stereo unspecified) | -5 | -3
N#CC1(NC(=O)COc2cccnc2[N+](=O)[O-])CCCCC1 | 7 | -3
O=C(NC(=O)c1ccccc1O)c1ccc2c(c1)CCO2 | 10 | -10

Given with two lines to a compound: entries from further up.
Values run as follows: TAG inh, TAG inh DAPI viability
> Cc1c(C(=O)N2CC(C(=O)N3CCCCC3)Oc3ccccc32)oc2ccccc12 (stereo unspecified)
    -24, 0
> O=C1C2CCCN2C(=O)N1CCN1CCN(c2cccc(C(F)(F)F)c2)CC1 (stereo unspecified)
    -5, -3

Later entries
canonical_smiles | TAG inh | TAG inh DAPI viability
CC(n1cnnn1)C12CC3CC(CC(C3)C1)C2 (stereo unspecified) | -6 | -14
Cc1ccc(C(=O)N2N=C(CC(C)C)CC2(O)C(F)(F)F)o1 (stereo unspecified) | -17 | 9
COc1cccc(NC(=O)CN(C)C(=O)CCNC(=O)c2ccc(Br)cc2)c1 | -2 | 7
Cc1csc(NC(=O)CCCC(=O)O)c1-c1nc2ccccc2s1 | -1 | -1
CCc1c(O)nc(SCC(=O)Nc2nc3ccccc3s2)n(C2CCCCC2)c1=O | 2 | -3
COc1ccc(NC(=O)COC(=O)c2ccccc2SCC(=O)N2CCCC2)cc1 | 17 | -2
CNC(=O)CSCc1c(F)cccc1Cl | -3 | 9
COc1cccc(-c2cnc3c(NC=O)cc(-c4ccc(O)c(OC)c4)cn23)c1 | 4 | -3
CCN(CC)CCNS(=O)(=O)c1ccc(C(=O)NN)cc1 | 3 | -3
CCN1CCc2c(OCC(=O)Nc3ccccc3)cccc2C1=O | 3 | 8

As a working copy, some entries already given.
canonical_smiles | TAG inh | TAG inh DAPI viability
COc1ccc(NC(=O)COC(=O)c2ccccc2SCC(=O)N2CCCC2)cc1 | 17 | -2
CNC(=O)CSCc1c(F)cccc1Cl | -3 | 9

(further entries)
canonical_smiles | TAG inh | TAG inh DAPI viability
COC(=O)c1sccc1NC(=O)CSc1ccccc1NS(=O)(=O)c1ccc(Cl)cc1 | -10 | -11
CC12CNCC(C)(CN(C3(O)C(=O)Nc4ccc(Br)cc43)C1)C2=O (stereo unspecified) | 1 | 6
COc1ccc(CNC(=O)CCn2c(=O)oc3ccccc32)cc1 | -4 | 0
CC(C)Oc1ccc(C2C(C#N)=C(N)Oc3c2oc(CO)cc3=O)cc1 (stereo unspecified) | 6 | 1
CC(=O)Nc1cccc(/C(C)=N/NC(=O)c2cc(-c3ccncc3)nc3ccccc23)c1 | -7 | -3
COc1ccc(CC(=O)OCC(=O)NNC(=O)c2ccccc2)cc1 | 0 | -1
CCOc1ccc(S(=O)(=O)N2CCN(C(=O)c3cc4ccccc4o3)CC2)cc1 | -16 | -1
C/C(=N/NC(=O)CNc1ccc(Cl)cc1C)c1ccc(C)cc1 | 10 | -2
O=C(COn1nnc2ccc(S(=O)(=O)N3CCOCC3)cc21)NCc1cccc(Cl)c1 | -22 | 10
c1ccc2[nH]c(-c3cscn3)nc2c1 | -11 | -3
N#CC1=C(N)OC2=C(C(=O)CCC2)C12CCC1(CC2)OCCO1 | 1 | 6
O=C(COc1ccc(C(=O)c2ccc(F)cc2)cc1)Nc1cccc(S(=O)(=O)N2CCOCC2)c1 | -10 | 3
CNC(=S)N1N=C(c2ccc(C)cc2)CC1c1cc(OC)ccc1OC (stereo unspecified) | -12 | 8
COc1ccc(Cl)cc1NC(=O)Nc1ccccc1SC | 3 | 2
O=C(CN1CCc2ccccc2C1)NCC(=O)Nc1ccc(F)cc1 | 4 | -10
Cc1ccc2[nH]cc(CCNC(=O)C3CCCCC3)c2c1 | -6 | -2
CCC(C)c1ccc(NC(=O)COC(=O)c2nc3nccc(C)n3n2)cc1 (stereo unspecified) | -5 | 5
CCOC(=O)c1ccc(NC(=O)c2nc[nH]c2C(=O)N(CC)CC)cc1 | -7 | 5
Nc1c(C(=O)O)sc2nc(-c3ccccc3)cc(-c3ccc(F)cc3)c12 | -17 | 12
COc1ccc2c(c1)c(C)cc[n+]2Cc1ccccc1 | -33 | 4
COc1ccc2nc(C)cc(C(=O)O)c2c1 | -18 | 6
CC(C)n1c(N2CCN(C(=O)Nc3ccccc3)CC2)nc2ccccc21 | -9 | 0
CC(=O)Nc1ccc2nc(NC(=O)COc3ccccc3Cl)sc2c1 | 2 | -2
CCn1c(SCC(=O)Nc2cccc(C)n2)nc2c1c(=O)n(C)c(=O)n2C | -5 | -2
Cc1cccc(C(=O)OCC(=O)N2CCC(c3ccccc3)=N2)c1O | 10 | 10
O=C(Nn1c(-c2ccc(Br)cc2)nc2ccccc2c1=O)c1ccc([N+](=O)[O-])cc1 | 2 | 0
CC(C(=O)Nc1ccc2c(c1)OCO2)n1cnc2c1c(=O)n(C)c(=O)n2C (stereo unspecified) | 4 | 0
CCCN1CCC(=O)N([C@H](CSc2ccc(OC)cc2)CC(C)C)CC1 | -10 | 12
Cc1onc(-c2ccccc2Cl)c1C(=O)Nc1ccc(CN2CCCC2)cc1 | 1 | -12
O=C(NCc1ccccn1)C1CCC(CNS(=O)(=O)c2cccc3nsnc23)CC1 (stereo unspecified) | 2 | 5
FC(F)(F)c1ccc(NC2=NCCC2)cc1 | -18 | -17
Cc1c(O)nc(SCC(=O)Nc2nccs2)n(-c2ccccc2F)c1=O | -9 | 1
C#Cc1cccc(C(=O)N(Cc2cccnc2)CC2CCCN(C3CCCCC3)C2)c1 (stereo unspecified) | 14 | -6
Cc1ccc(C2C(C#N)=C(N)Oc3cc4c(cc32)OCO4)cc1 (stereo unspecified) | -7 | 1
COc1ccc(-c2nc3ccccc3c(=O)n2CCCn2ccnc2)cc1 | 2 | 11
O=C1CCC/C1=C\c1ccccc1 | 5 | -3
O=C(Nc1ccc2c(c1)OCCO2)c1ccc(CN2CCOCC2)cc1 | -2 | 13
O=C1OCCC1(c1ccccc1)c1ccccc1 | 12 | 1
COc1ccc(N2C(=O)CC(N(CCc3ccc(S(N)(=O)=O)cc3)C(=S)Nc3ccccc3)C2=O)cc1 (stereo unspecified) | 8 | 4
COc1ccccc1-c1ccc2c(c1)C(C)(Cc1ccc(F)c(Cl)c1)C(=O)N2 (stereo unspecified) | 0 | 17
CC(C)(C)NC(=S)NNC(=O)[C@H]1C[C@@H]1c1ccccc1 | -1 | 1
CCOC(=O)Cn1c(CN2CCN(c3cccc(Cl)c3)CC2)nc2c1c(=O)[nH]c(=O)n2C | -6 | -5
COc1ccc(NC(=S)Nc2ccc3snnc3c2)cc1 | -9 | 0
O=C(N/N=C/c1c[nH]c2ccccc12)c1ccn(Cc2ccc(Cl)cc2Cl)n1 | -1 | 1
O=C(CSc1nc2ccccc2c(=O)n1-c1ccccc1)NCc1ccco1 | 4 | 7
Cc1ccnc(-n2c(C)cc(/C=N/NC(=O)COc3cccc4cccnc34)c2C)c1 | -1 | 2
Cc1ccc([N+](=O)[O-])cc1NC(=O)c1ccccc1 | 17 | -10
O=C(NCc1ccccc1)c1nc[nH]c1C(=O)N1CCc2ccccc2C1 | -10 | 3
CC1=C(N2CCCCC2)CCC1=O | -6 | 0
Cc1ccc(NC(=O)NC2CC(=O)N(c3ccc4c(c3)OCCO4)C2)cc1F (stereo unspecified) | 8 | 4

More structures.
canonical_smiles | TAG inh | TAG inh DAPI viability
O=C(C1CCN(S(=O)(=O)c2ccccc2F)CC1)N1CCc2ccccc2C1 | -25 | 4
CCC(C)C1C(C#N)=C(N)Oc2n[nH]c(C)c21 (stereo unspecified) | -13 | 0
O=C(c1ccc(-c2ccccc2)cc1)C1CCCN(C(=O)c2cncs2)C1 (stereo unspecified) | -3 | 3
Cc1ccc(NC(=O)CCc2ccc(S(=O)(=O)N3CCOCC3)cc2)c(Cl)c1 | 2 | -7
COc1ccc(-c2cc(-c3cccs3)c(C#N)c(SCC(=O)NCc3ccco3)n2)cc1 | -7 | 15
CC(C)c1ccc(-c2nnc(SCC(=O)NC3CC3)n2C)cc1 | -11 | 3
COc1ccc(NC(=O)c2cc(-c3cc(Cl)ccc3OC)n[nH]2)cc1OC | 21 | 10
O=C(Nc1cccnc1)c1ccccc1-c1ccccc1 | -9 | 1
C/C(CC(=O)N1CCN(C=O)CC1)=N\NC(=O)c1cccc([N+](=O)[O-])c1 | 21 | -7
Cc1noc(C)c1CSc1ncnc2sc(C)c(C)c12 | -1 | 5
CCC12CN(C(=O)c3ccc([N+](=O)[O-])cc3)CC(CC)(CN(C(=O)c3ccc([N+](=O)[O-])cc3)C1)C2=O | -12 | 2
COc1ccc(S(=O)(=O)N2CCN(C(=O)c3cccc(S(=O)(=O)N4CCCC4)c3)CC2)cc1 | -24 | 5
O=S(=O)(Nc1ccccc1)c1ccc(-c2csnn2)cc1 | -2 | -3
CCOC(=O)c1ccc(S(=O)(=O)N2CCN(Cc3cc4c(cc3O)OCO4)CC2)cc1 | -6 | 5
N#Cc1c(SCc2ccc(Cl)cc2)sc(C(=O)c2ccccc2)c1N | 13 | 7
CC1(c2ccc(Cl)cc2)NC(=O)N(CC(=O)NC2CCCCC2)C1=O (stereo unspecified) | -17 | 9
O=C(COC(=O)c1ccccc1NCCO)NCCc1ccccc1 | -9 | 12
CCn1c(=N)n(CCOc2ccc(OC)cc2)c2ccccc21 | 15 | -2
Cc1cc(NC(=O)CSc2nnc(-c3ccoc3C)o2)no1 | 0 | -5
COc1ccccc1CNc1cccc(C)n1 | 3 | 3
CC1NC(=S)N(C2CCCCC2)C1=O (stereo unspecified) | 13 | -11
COc1ccc(/C=C/C(=O)c2ccc(NC3=NCCCS3)cc2)cc1OC | -19 | -1
CCOc1ccc(C(=O)C(C)OC(=O)Cn2cnc3c2c(=O)n(C)c(=O)n3C)cc1 (stereo unspecified) | 2 | -2
O=c1c2ccccc2nc(SCCN2CCOCC2)n1CCc1ccccc1 | 18 | 4
Cc1c(C(=O)Nc2ccc(Cc3ccncc3)cc2)cccc1[N+](=O)[O-] | -20 | 6
COc1ccc(C(=O)NNC(=O)Cc2ccc(-c3ccccc3)cc2)cc1OC | 57* | -8.9*
CCN(CC)CCCNC(=O)Cn1cnc2sc(C)c(S(=O)(=O)N3CCN(c4ncccn4)CC3)c2c1=O | -3 | 1
COc1ccc(OC)c(-c2cc(C(=O)N/N=C/c3ccc(F)cc3)c3ccccc3n2)c1 | -10 | 6
COc1ccccc1CCC(=O)Nc1ccc(OC)c(S(=O)(=O)N2CCCCC2)c1 | -25 | -2
C=C(c1ccccc1)c1ccccc1N | 1 | 8
COc1ccc([C@@H]2[C@@H]3C(=O)N(C(C)(C)C)C(=O)[C@@H]3[C@]3(C)C(=O)N(c4ccc(C(F)(F)F)cc4)C(=O)N23)cc1 | 9 | 4
CCn1cc(C(=O)NCC2CCCO2)c(=O)c2cc(S(=O)(=O)N3CCCCC3)ccc21 (stereo unspecified) | 21 | -17
Cc1ccc(CC(=O)Nc2nc3c(s2)CCCC3)cc1 | 24 | -9
COc1ccccc1NC(=O)CCSc1nnc(-c2ccc(O)cc2)o1 | -9 | 2
CCOc1cc(C(=S)N2CCCC2)ccc1OC(=O)Cc1ccc(F)cc1 | 6 | -3
O=C(O)Cc1ccc(C(=O)c2cccs2)s1 | -14 | -7
CCCCN1CC(COCc2ccccc2)Oc2cccc(F)c2S1(=O)=O (stereo unspecified) | -23 | 3
O=C(Oc1cc2oc(=O)cc(-c3ccccc3)c2cc1Cl)C1CCCCC1 | -6 | 1
Cc1ccc(NC(=O)CSc2nnc(C)c(=O)n2N)cc1Cl | 51* | -8.0*
COc1ccc(C(=O)COC(=O)Cn2nnc3ccccc32)cc1Br | -9 | -8
O=C(NCc1ccco1)C1CCCN(S(=O)(=O)c2cccc3nsnc23)C1 (stereo unspecified) | -25 | 7
CCN1C(=O)c2ccccc2S(=O)c2ccc(C(=O)NC3CC3)cc21 (stereo unspecified) | 7 | 3
Cc1ccc(-n2ncc3c2CC(C)(C)CC3NC(=O)CCc2c(C)noc2C)cc1 (stereo unspecified) | 12 | 0
CC1CCCCC12NC(=O)N(CC(=O)N(C)Cc1nc3ccccc3c(=O)[nH]1)C2=O (stereo unspecified) | -6 | 3
COc1nc(C)ccc1-c1noc(-c2cccs2)n1 | -5 | 10
Cc1ccccc1S(=O)(=O)N(C)C[C@@H]1OCc2cnnn2CCCC(=O)N([C@H](C)CO)C[C@H]1C | 1 | 3
CCOc1ccc(S(=O)(=O)N2CCC(C(=O)N3CCCCCC3)CC2)cc1Cl | 0 | 8
C/C(=N/NC(=O)c1cccs1)c1cccs1 | 3 | -12
COc1ccccc1OCCNC(=O)C(CCSC)NS(=O)(=O)c1ccccc1F (stereo unspecified) | 5 | 0

Copied from the list:
Entry of C/C(=N/NC(=O)c1cccs1)c1cccs1 under TAG inh: 3
Entry of CCOc1ccc(S(=O)(=O)N2CCC(C(=O)N3CCCCCC3)CC2)cc1Cl under TAG inh: 0
Entry of Cc1ccc(-n2ncc3c2CC(C)(C)CC3NC(=O)CCc2c(C)noc2C)cc1 (stereo unspecified) under TAG inh: 12
Entry of COc1ccccc1OCCNC(=O)C(CCSC)NS(=O)(=O)c1ccccc1F (stereo unspecified) under TAG inh: 5
Entry of O=C(NCc1ccco1)C1CCCN(S(=O)(=O)c2cccc3nsnc23)C1 (stereo unspecified) under TAG inh DAPI viability: 7
Entry of COc1nc(C)ccc1-c1noc(-c2cccs2)n1 under TAG inh: -5
